Myeloid diff 2 = induction of myeloid progenitor differentiation, primary screen, cell-based, flow cytometry, MLPCN library; ER-HoxA9 myeloid progenitors, lysozyme-GFP differentiation; calls only at 10 µM; 360,000 tested, 1% active; AID 624256, 2012;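 active means normalized GFP-positive differentiation at or above the plate's own cutoff, the solvent-only control mean plus 3 SD; inconclusive means no clear call, values can overlap the other calls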;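 further: cells exposed to compound for four days before flow analysis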
MgcRacGAP inhibition = MgcRacGAP GTPase-activating activity inhibitors, confirmation, biochemical, ADP Hunter fluorescence. 340,000 tested, 0.6% active. MgcRacGAP-stimulated Rac1 GTP hydrolysis, ADP Hunter fluorescence; higher % means a stronger effect; GST-tagged Rac1 F28L mutant substrate. one-dose inhibition, % at 30 µM; IC50 in µM for titrated hits. AID 624330, 2012. Rac GTPase-activating protein 1 (Homo sapiens);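 active means first-screen hits whose inhibition reached a set limit at any dose in the follow-up dose series; inconclusive means inhibition above the set first-screen limit but never retested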;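 further: fluorescence reports GDP produced by GAP-driven GTP hydrolysis; strong numbers were not always called active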
UTI89 phage lysis = inhibition of K1F phage lysis, E. coli UTI89, bacterial capsule biogenesis inhibitors, alamar blue (AID 488966). one-dose inhibition, % at 100 µM; IC50 in µM for titrated hits. 340,000 tested, 0.02% active. E. coli UTI89 K1F phage lysis, alamar blue, 2 h; higher % means a stronger effect;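 active means phage lysis inhibition, versus mean bacterial control, above a set limit; inconclusive means no clear call, values can overlap the other calls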;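 further: capsule biogenesis inhibitors block K1F phage lysis so surviving cells raise fluorescence; higher fluorescence means more inhibition of phage lysis; actives were called in the ten point dose series up to 300 µM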
Myeloid diff 2 GFP+ MAC1+ % = recorded beside Myeloid diff 2, whose call it bears; GFP+ MAC1+ double positive, %; measured here: differentiation confirmed by MAC1 staining
* = called active by the depositor; i = inactive; ? = inconclusive; / = not tested or not shown; & = joins results of further samples; [ ] = dose if it differs, or a comment. The list is partial, so the mix of outcomes need not match the whole.

canonical_smiles	MgcRacGAP inhibition	UTI89 phage lysis	Myeloid diff 2 GFP+ MAC1+ %	Myeloid diff 2
CN1CCN(C(=O)COc2ccc(S(=O)(=O)Nc3ccc(Cl)cc3)cc2)CC1	9%	/	0.6	i
COc1cccc(C2CCN(C)C2)c1 (stereo not drawn)	1%	/	1.1	i
O=C(NCC1=C(c2cccc3ccccc23)C[C@@H]2CC[C@H]1N2Cc1ccco1)c1ccc([N+](=O)[O-])cc1	7%	/	0.5	i
CC(=O)NCC1=C(c2cccc3ccccc23)C[C@@H]2CC[C@H]1N2Cc1ccco1	9%	/	0.3	i
COCCCNP1(=O)OCC(C)([N+](=O)[O-])CO1 (stereo not drawn)	-8%	1.3%	2.2	i
c1ccc2c(c1)cc1ccc3cccc4ccc2c1c34	4%	-0.7%	2.6	i
O=C1NC(=O)N(Cc2ccccc2)C(=O)C1Cc1ccccc1 (stereo not drawn)	13%	1.3%	0.5	i
Cn1c(=O)c2c(nc(-c3ccc(N(CCCl)CCCl)cc3)n2C)n(C)c1=O	4%	3.0%	1.1	i
CCOC(=O)C1(c2ccccc2)CCN(CC(O)c2ccc(NC(C)=O)cc2)CC1 (stereo not drawn)	0%	1.6%	1.1	i
OC(CNCc1ccccc1)c1ccc(Cl)cc1 (stereo not drawn)	0%	-2.5%	1.3	i
C[N+](C)(C)CC1CCCC(C[N+](C)(C)C)C1=O (stereo not drawn)	-2%	-0.2%	/	?
COc1cc2c(cc1OC)C1C(=O)c3ccc4c(c3OC1CO2)CC(C(C)C)O4 (stereo not drawn)	-6%	-3.8%	2.9	i
O=C1NC(=O)C2(CCN(c3ccccc3)CC2)C(=O)N1	3%	0.0%	1.0	i
CC12CCC3C(CCC4(O)CC(O)CCC34C=O)C1(O)CCC2C1=CC(=O)OC1 (stereo not drawn)	-4%	-0.3%	0.3	i
CC(=O)C1CCC2C3CCC4CC(O)CCC4(C)C3C(=O)CC12C (stereo not drawn)	1%	2.3%	0.4	i
N#CC1c2ccccc2-n2nncc2CN1S(=O)(=O)c1ccccc1 (stereo not drawn)	0%	0.2%	1.3	i
CCC1CN1P(=O)(N1CCCC1)N1CC1CC (stereo not drawn)	-2%	0.6%	0.8	i
COc1cc2c(cc1OC)C13CCN4CC5CCOC6CC(=O)N2C1C6C5CC43 (stereo not drawn)	-13%	0.0%	1.2	i
NCCc1cc(O)c(O)cc1O	39%&72%	-0.4%&-4.3%	2.5&2.4	i
CCOP(=O)(NC(C)C)Oc1ccc(SC)c(C)c1 (stereo not drawn)	4%	2.0%[50 µM]	0.4	i
Nc1ccc(CC2=NCCN2)cc1	-1%	-1.3%	1.2	i
CC12CCC3C(CCCC4CC(=O)CCC43C)C1CCC2O (stereo not drawn)	-2%	-1.8%	0.4	i
CCOC(=O)[C@]12Cc3cc(Cl)ccc3[C@H]1N(Cc1ccccc1)C(=O)c1ccccc12	9%	4.5%	3.0	i
O=C(Nc1ccc(Cl)cc1)N1CC1	-3%	?	0.6	i
O=C1NC(=O)C(Cc2ccccc2)(Cc2ccccc2)C(=O)N1	-3%	-0.2%	1.4	i
O=C1NC(=O)C(Nc2ccc(Cl)c(Cl)c2)C(=O)N1	-27%	-4.3%	1.3	i
CC12CCC3C(CC=C4CC(O)CCC43C)C1CC(=CN1CCOCC1)C2=O (stereo not drawn)	1%	-3.6%	0.4	i
CC(N)Cc1c[nH]c2ccc(O)cc12 (stereo not drawn)	15%	2.1%	2.2	i
S=P(NCCSCc1ccccc1)(N1CC1)N1CC1	2%	0.5%	/	?
CC1NC(=O)NC(=O)C1Br (stereo not drawn)	8%	-3.3%	1.2	i
O=P(O)(Oc1ccccc1)c1ccccc1	-8%	3.9%	1.0	i
CC1([N+](=O)[O-])COP(=O)(Nc2ccc(F)cc2)OC1 (stereo not drawn)	-5%	-1.4%	1.4	i
CC1C=CCCC12C(=O)NC(=O)NC2=O (stereo not drawn)	0%	-0.3%	1.1	i
CSc1nc(Cl)c(Br)c(N2CC2)n1	6%	2.0%	0.4	i
CC1C(=O)OC2CCN3CC4OC4(COC(=O)C(C)(O)C1(C)O)C23 (stereo not drawn)	-2%	-1.1%	1.4	i
Cc1ccc2c(c1)NP(=S)(Oc1ccccc1)N2 (stereo not drawn)	11%	-1.2%	0.8	i
CN1CN(c2ccccc2)C2(CCN(CCCSc3ccccc3NC(=O)/C=C/c3ccccc3)CC2)C1=O	9%	9.7%	0.8	i
CCC1(Oc2ccccc2)C(=O)NC(=O)NC1=O	10%	-1.0%	0.6	i
CCOC(=O)[C@]12Cc3cc(OC)ccc3[C@H]1N(Cc1ccccc1)C(=O)c1ccccc12	2%	2.9%	1.4	i
C[C@]12CCC3C(CC[C@H]4C[C@H](O)CC[C@]34C)C1C[C@H](O)[C@H]2O (stereo partly drawn)	3%	1.4%	1.1	i

3 entries picked at random from those above:
canonical_smiles	MgcRacGAP inhibition	UTI89 phage lysis	Myeloid diff 2 GFP+ MAC1+ %	Myeloid diff 2
CSc1nc(Cl)c(Br)c(N2CC2)n1	6%	2.0%	0.4	i
CC1C=CCCC12C(=O)NC(=O)NC2=O (stereo not drawn)	0%	-0.3%	1.1	i
CCOC(=O)[C@]12Cc3cc(OC)ccc3[C@H]1N(Cc1ccccc1)C(=O)c1ccccc12	2%	2.9%	1.4	i

Next part.
canonical_smiles	MgcRacGAP inhibition	UTI89 phage lysis	Myeloid diff 2 GFP+ MAC1+ %	Myeloid diff 2
Cc1ccc(C(=O)N2CC2C)cc1 (stereo not drawn)	-4%	0.5%	0.8	i
CCC1(CC(C)C)C(=O)NC(=S)NC1=O	-7%	2.6%	0.5	i
CC(=O)N1Cc2cnnn2-c2ccccc2C1(C#N)Cc1ccccc1 (stereo not drawn)	10%	0.0%	1.2	i
N#CC1c2ccccc2-n2nncc2CN1S(=O)(=O)c1cc(Cl)cc(Cl)c1 (stereo not drawn)	11%	0.2%	0.7	i
CC[C@H]1CN2CCC1C[C@@H]2[C@H](O)c1ccnc2ccc(OC)cc12 (stereo partly drawn)	4%	-1.6%	6.8	i
CC12CC(=O)C3C(CCC4CC=CCC43C)C1CCC2=O (stereo not drawn)	-4%	-0.1%	0.6	i
CC1([N+](=O)[O-])COP(=O)(Nc2ccc(Cl)cc2)OC1 (stereo not drawn)	2%	1.1%	1.0	i
COc1ccc(/C=C/C=C2C(=O)NC(=S)NC2=O)cc1	13%	-1.1%	0.5	i
Cc1cccc(NP2(=O)NCCCN2)c1	4%	3.8%	0.6	i
CC12CC1(C)C(=O)N(c1cc(Cl)cc(Cl)c1)C2=O (stereo not drawn)	9%	2.0%[50 µM]	0.6	i
COP(=S)(OC)Oc1ccc(Sc2ccc(OP(=S)(OC)OC)cc2)cc1	11%	0.6%	3.0	i
Nc1ncnc2c1ncn2[C@@H]1O[C@H](COP(=O)(O)CP(=O)(O)O)[C@@H](O)[C@H]1O	-7%	1.8%	1.6	i
CCOC(=O)[C@]12Cc3cc(OC)c(OC)cc3[C@H]1N(Cc1ccccc1)C(=O)c1ccccc12	6%	2.3%	1.2	i
C=CCCC1(C2=CCCCC2)C(=O)NC(=O)NC1=O	5%	-3.6%	0.8	i
C[C@]12CCC3C(CC[C@H]4[C@@H](O)[C@H](O)CC[C@]34C)C1CCC2=O (stereo partly drawn)	1%	0.1%	0.7	i
CC1(CCO)C(=O)NC(=S)NC1=O	4%	1.9%	0.7	i
c1ccc(CNC2CN3CCC2CC3)cc1 (stereo not drawn)	1%	-4.9%	0.9	i

Compounds shown so far with a Cl atom (10):
canonical_smiles	MgcRacGAP inhibition	UTI89 phage lysis	Myeloid diff 2 GFP+ MAC1+ %	Myeloid diff 2
CN1CCN(C(=O)COc2ccc(S(=O)(=O)Nc3ccc(Cl)cc3)cc2)CC1	9%	/	0.6	i
Cn1c(=O)c2c(nc(-c3ccc(N(CCCl)CCCl)cc3)n2C)n(C)c1=O	4%	3.0%	1.1	i
OC(CNCc1ccccc1)c1ccc(Cl)cc1 (stereo not drawn)	0%	-2.5%	1.3	i
CCOC(=O)[C@]12Cc3cc(Cl)ccc3[C@H]1N(Cc1ccccc1)C(=O)c1ccccc12	9%	4.5%	3.0	i
O=C(Nc1ccc(Cl)cc1)N1CC1	-3%	?	0.6	i
O=C1NC(=O)C(Nc2ccc(Cl)c(Cl)c2)C(=O)N1	-27%	-4.3%	1.3	i
CSc1nc(Cl)c(Br)c(N2CC2)n1	6%	2.0%	0.4	i
N#CC1c2ccccc2-n2nncc2CN1S(=O)(=O)c1cc(Cl)cc(Cl)c1 (stereo not drawn)	11%	0.2%	0.7	i
CC1([N+](=O)[O-])COP(=O)(Nc2ccc(Cl)cc2)OC1 (stereo not drawn)	2%	1.1%	1.0	i
CC12CC1(C)C(=O)N(c1cc(Cl)cc(Cl)c1)C2=O (stereo not drawn)	9%	2.0%[50 µM]	0.6	i
